# Bioassay records (PubChem)
# LAP4-GFP MLPCN – yeast TOR pathway LAP4-GFP modulation; S. cerevisiae LAP4-GFP multiplex, flow cytometry GFP, 3 h; median GFP as percent of DMSO wells; GFP response vs DMSO, % at 10 µM; hit rate 0.34% among 320,000; AID 2023;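 active means GFP response vs DMSO above a set limit, about the screen mean plus 3 SD, cut at about 150% in these data; inconclusive means under 70 cell events counted for the yeast strain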
# procasp3 activ – activators of human procaspase-3; recombinant procaspase-3 D3A, Ac-DEVD-pNA absorbance 405 nm; P42574; hit rate 0.11% among 330,000; activation, % at 8.5 µM;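 active means activation above the mean of all tested compounds plus 3 SD, cut at about 21% in these data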;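 further: 0% = DMSO alone and 100% = DMSO wells spiked with extra 5 µM PC-3 D3A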
# Target sequence (P42574 whole entry D9A/D28A/D175A): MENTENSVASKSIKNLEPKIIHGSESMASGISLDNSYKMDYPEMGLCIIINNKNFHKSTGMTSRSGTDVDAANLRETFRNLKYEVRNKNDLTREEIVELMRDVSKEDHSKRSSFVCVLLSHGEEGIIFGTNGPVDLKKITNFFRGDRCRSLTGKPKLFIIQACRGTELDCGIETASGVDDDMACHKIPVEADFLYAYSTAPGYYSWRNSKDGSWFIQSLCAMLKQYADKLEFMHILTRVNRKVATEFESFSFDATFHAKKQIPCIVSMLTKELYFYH
#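 System: Procaspase-3 D3A mutant. Medium: Zinc-free 300 mM NaCl, 50 mM HEPES, 0.01% Triton X-100. Schedule: 1 h preincubation plus 2 h reaction at 25 °C. Measured by: 405 nm absorbance of p-nitroaniline, reads at 0 and 120 min. Read-out: percent activation relative to control range.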
# AGP1-GFP MLPCN – modulators of TOR pathway AGP1-GFP in S. cerevisiae. S. cerevisiae AGP1-GFP multiplex flow cytometry, 3 h; GFP as percent of DMSO wells. GFP response vs DMSO, % at 10 µM. hit rate 0.02% among 320,000. AID 2066;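 active means GFP response relative to DMSO above a set limit, near screen average plus 3 SD, cut at about 150% in these data; inconclusive means fewer than 70 cells counted for the yeast strain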;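 further: median GFP channel fluorescence of the gated AGP1 strain per well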
# CIT2-GFP yeast – yeast TOR pathway CIT2-GFP modulation; hit rate 0.065% among 320,000; S. cerevisiae CIT2-GFP strain, flow cytometry, 3 h; 100 means same as DMSO wells; GFP response vs DMSO, % at 10 µM; AID 2029;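 active means GFP response relative to DMSO above a set limit, near the screen mean plus 3 SD, cut at about 150% in these data; inconclusive means Fewer than 70 cells measured for a yeast strain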;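 further: ratio of well median GFP fluorescence to mean of DMSO wells on the plate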
# MEP2-GFP yeast – yeast TOR pathway MEP2-GFP modulation; hit rate 0.51% among 330,000; GFP response vs DMSO, % at 10 µM; S. cerevisiae MEP2-GFP strain, flow cytometry GFP, 3 h; 100% = DMSO control level; AID 2016;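 active means GFP response versus DMSO above a set limit, roughly screen mean plus 3 SD, cut at about 180% in these data; inconclusive means fewer than 70 cells counted for a yeast strain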;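 further: median GFP fluorescence of the barcode-gated MEP2-GFP cells per well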
# RPL19A-GFP yeast – alters RPL19A-GFP fluorescence in TOR pathway yeast screen; AID 2025; percent response vs DMSO, % at 10 µM; S. cerevisiae RPL19A-GFP strain, flow cytometry, 3 h; active compounds read low; hit rate 0.3% among 330,000;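 active means percent response vs DMSO below 50%; inconclusive means fewer than 70 events counted for the yeast strain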;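 further: median channel GFP fluorescence of the barcoded RPL19A-GFP strain; ratio of sample median GFP to plate DMSO average so 100% = DMSO; lower means less RPL19A-GFP as with rapamycin TOR inhibition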
# proCasp7 act – counter-screen: procaspase-7 (human) activation. P55210. recombinant procaspase-7, Ac-DEVD-pNA absorbance 405 nm; D23A/D198A/D206A triple mutant, cannot self-cleave; scale: DMSO 0, 5 µM enzyme 100. activation, % at 8.5 µM. hit rate 0.093% among 330,000;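 active means percent activation above the screen-wide mean plus 3 SD, cut at about 25% in these data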
# Target sequence (P55210 whole entry D23A/D198A/D206A): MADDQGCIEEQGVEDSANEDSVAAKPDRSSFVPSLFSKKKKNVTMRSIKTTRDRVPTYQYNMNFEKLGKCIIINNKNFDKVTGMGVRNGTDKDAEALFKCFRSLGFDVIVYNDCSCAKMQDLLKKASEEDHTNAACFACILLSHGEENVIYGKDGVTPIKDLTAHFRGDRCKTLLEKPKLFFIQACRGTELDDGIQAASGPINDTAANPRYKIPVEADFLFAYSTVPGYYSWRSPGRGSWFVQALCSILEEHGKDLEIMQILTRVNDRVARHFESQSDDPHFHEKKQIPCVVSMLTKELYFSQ
#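 Detection: p-Nitroaniline absorbance at 405 nm, read at 0 and 120 min; system: Uncleavable procaspase-7 mutant enzyme; evaluation: % activation from two-timepoint absorbance difference, scaled to controls; times: 1 h enzyme–compound preincubation and 2 h substrate reaction, both 25 °C; buffer or medium: Zinc-free HEPES pH 7.4 with 300 mM NaCl, 0.01% Triton X-100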
# AHR activator – activators of human aryl hydrocarbon receptor. P35869. AHR-responsive luciferase reporter cells, luminescence. activation, % at 5 µM. hit rate 2.5% among 320,000; in the data active means activation above about 47%;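 further: 0% = vehicle wells and 100% = reference agonist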
# An asterisk follows results filed as active; ? = inconclusive; nt = not tested or not shown; [ ] = remark or other dose.
SMILES,LAP4-GFP MLPCN,procasp3 activ,AGP1-GFP MLPCN,CIT2-GFP yeast,MEP2-GFP yeast,RPL19A-GFP yeast,proCasp7 act,AHR activator
CCOC(=O)N1CCN(C(=O)c2cccc(N3C(=O)NC4CC3(C)Oc3ccccc34)c2)CC1 (stereo not drawn),92.8,5.0,100.3,97.2,97.7,99.9,-2.4,-0.6
Cc1cc2cc(C#N)c(NCCNC(=S)NCCCN3CCOCC3)nc2cc1C,101.3,0.7,97.0,100.0,116.3,109.0,1.8,22.6
CC(=O)Nc1ccc2nc(NS(=O)(=O)c3ccc(C)cc3)sc2c1,100.7,-10.0,103.8,111.1,102.3,97.6,3.3,2.2
Cc1nnc(SCc2ccccc2)n1N,96.2,-9.5,96.0,103.2,100.5,100.4,-4.5,0.0
CN(Cc1ccccc1)C(=O)c1ccc(NC(=O)Cc2cccc(NC(=O)C3CCCN(C(=O)C4CCCC4)C3)c2)cc1 (stereo not drawn),99.1,-9.3,98.8,102.5,85.3,97.2,10.7,1.1
CCCCc1nc(C(N)=O)c2[nH]c(=O)n(-c3ccc(OCC)cc3)c2n1,107.4,6.8,93.7,99.5,104.0,99.3,3.1,6.2
Cc1cccc(C)c1NC(=O)CCS(=O)(=O)c1cccc2nonc12,92.7,3.2,101.8,101.3,102.6,101.7,-3.3,1.1
Cc1ccc(F)cc1NC(=O)N1CCCN(c2ccc(C(F)(F)F)cn2)CC1,100.3,-2.6,100.6,95.8,99.6,97.9,7.3,-3.1
Cn1c(CC(=O)Nc2ccc(F)cc2)nnc1SCC(=O)NC1CCCCC1,97.5,0.0,102.5,111.6,108.0,109.2,-3.6,0.6
CC(=O)NCCn1c(SCc2ccc(C)cc2C)nc2ccccc2c1=O,99.0,14.8,99.8,105.4,102.8,99.9,11.2,-2.3
Cc1ccc(NC(=O)Cc2c(F)cccc2Cl)cc1S(=O)(=O)N1CCOCC1,93.0,1.2,101.5,103.7,100.0,99.9,-9.3,0.3
Cc1cccc(-c2noc(CN(C)C(=O)c3ccco3)n2)c1,87.1[may fluoresce violet],10.9,13.1[may fluoresce violet],?,513.9*[may fluoresce violet],67.1[may fluoresce violet],4.8,-0.9
CC(=O)N/C(=C\c1ccccc1)C(=O)OCc1cc(C)ccc1C,87.7,-0.6,95.6,104.1,102.9,106.7,4.8,4.8
COc1ccc(C(=O)Nc2cccnc2)cc1OC,100.7,2.5,99.8,100.1,99.2,99.9,7.4,36.5
NC(=O)CSc1n[nH]c(=O)n1CCc1ccccc1,94.3,0.2,100.8,100.5,89.5,107.9,8.0,2.4
CCN1CCN(S(=O)(=O)c2ccc(OC)c(Br)c2)CC1,103.8,4.2,110.3,104.6,103.8,101.3,4.9,-0.6
Cc1cc(N)n(Cc2ccc(Cl)cc2)n1,101.2,-3.7,81.2,109.6,63.1,104.3,0.9,-0.7
COCCNC(=O)c1ccccc1NC(=O)Cc1ccccc1,101.0,2.1,100.6,95.7,99.1,97.0,-3.0,-1.0
COc1ccc(NC2CCCN(Cc3cccc4cnccc34)C2)cc1 (stereo not drawn),94.3,-5.9,101.3,100.8,103.2,103.6,1.5,0.9
CC(C)(C)OC(=O)CC1(C#N)c2ccccc2C(Br)=CN1C(=O)c1ccccc1 (stereo not drawn),104.5,-2.4,92.3,107.1,88.8,105.3,-4.0,21.6
O=C(NCc1ccccc1)c1onc(CSc2ccc(F)cc2)c1C(=O)NCc1ccccc1,114.1,-3.6,92.6,92.6,96.1,102.4,4.4,0.4
CC(O)(C#CCN1CCCCCC1)c1ccccc1 (stereo not drawn),96.7,-2.9,103.2,97.1,89.9,94.8,-3.1,65.9*
Cn1c(SCC(=O)Nc2ccc(F)cc2)nnc1C1CC1,95.4,-0.5,98.0,100.3,101.7,100.8,3.9,-3.9
COc1ccc(N2C(=O)CC(Sc3n[nH]c(-c4ccc(C)cc4)n3)C2=O)cc1 (stereo not drawn),111.5,-24.9,97.2,104.7,100.2,104.8,-30.4,7.8
CCOC(=O)COc1ccc(S(=O)(=O)Nc2ccc3c(c2)OCCO3)cc1,80.0,3.9,84.0,80.2,94.2,116.8,-4.1,-0.1
CCc1nnc(NS(=O)(=O)c2ccc(N/C=C\C(=O)c3ccc(C)cc3)cc2)s1,99.6,0.7,94.9,94.9,108.1,95.9,-9.9,-5.7
Nc1ccc(S(=O)(=O)N2CCCC2)cc1,99.2,-5.7,103.0,101.5,106.9,101.0,4.4,0.1
Cc1ccc(Nc2cc(=O)n(C3CCCCC3)c(=O)[nH]2)cc1C,103.3,2.8,nt,98.8,139.4,80.0,1.3,13.6
Cc1ccc(/C=N/N2CCN(c3ccccc3)CC2)cc1,106.1,4.5,96.8,97.9,103.0,95.6,1.8,-4.2
CCOC(=O)C1=C(C)NC(=NC)SC1c1ccccc1 (stereo not drawn),100.8,-8.9,95.6,99.1,97.0,100.4,2.2,0.1
Cc1ccc2oc(=O)n(CC(=O)OCCC(C)C)c2c1,112.3,2.2,102.9,93.8,90.8,98.9,1.4,3.3
CN(C)CCCN(C(=O)c1ccc(S(=O)(=O)N2CCc3ccccc32)cc1)c1nc2c(Cl)cccc2s1,92.5,3.5,104.0,99.7,93.7,104.8,-3.6,3.3
COc1cc(/C=N/NC(=O)c2cc(-c3cccc(OC(C)C)c3)nc3ccccc23)ccc1O,82.6,-6.8,100.6,110.4,101.5,99.3,7.6,27.7
Cc1[nH]c(=O)[nH]c(=O)c1NC(=O)CSc1ncccc1-c1nc2ccccc2[nH]1,96.2,2.1,105.0,90.0,96.0,97.5,0.0,7.8
Cc1ccc(CON=C2CCN(c3ncc(C(F)(F)F)cc3Cl)CC2)cc1,100.4,4.2,103.2,102.2,107.1,98.4,6.3,0.1
CC1(OC(=O)c2ccco2)C(=O)C=C2C=C(c3ccsc3)OC=C2C1=O (stereo not drawn),101.6,-12.1,83.5,77.2,97.3,103.5,-9.1,5.5
Cc1c(NC(=S)NC(=O)CCc2ccccc2)c(=O)n(-c2ccccc2)n1C,102.4,-3.8,95.6,104.8,110.3,91.5,10.4,-0.1
CC(C)C[C@H](NC(=O)c1[nH]cnc1C(=O)N[C@@H](C)C(=O)OC(C)(C)C)C(=O)OCc1ccccc1,120.0,-1.7,88.0,98.5,96.7,102.5,0.6,-0.5
O=C(Oc1ccc(F)cc1C(=O)/C=C/c1cccs1)c1cccc([N+](=O)[O-])c1,101.5,2.7,94.4,nt,94.0,98.7,-6.2,1.0
CCCCC[C@@H]1C=C(C(=O)O)[C@H](c2ccc(C)cc2)N1S(=O)(=O)c1ccc(C)cc1,105.3,18.1,99.8,83.5,97.3,102.3,8.7,-1.4
O=[N+]([O-])c1ccccc1CNC1CCCc2ccccc21 (stereo not drawn),98.2,0.9,94.3,84.7,95.1,92.1,8.1,3.5
CCOC(=O)CN1C(c2ccccc2O)Nc2ccc(Br)cc2C1c1ccccc1 (stereo not drawn),84.1,-9.6,90.8,98.6,91.5,95.7,-1.4,2.1
CCCCC1CCC(C(=O)N2CCOCC2)CC1 (stereo not drawn),100.4,2.5,109.5,96.1,105.8,105.3,-1.4,0.7
COc1ccccc1/C=C(/CC(=O)NCc1ccccc1)c1nc2ccccc2s1,95.8,0.4,98.5,102.6,92.4,97.3,-18.7,25.9
Cc1ccc(Cl)c(OCCCN(C)Cc2ccccc2)c1,98.3,3.3,99.9,98.4,96.5,96.7,4.8,8.0
O=C(Nc1ccc(F)cc1F)NC1CCCCCCC1,72.0,nt,88.8,91.5,97.1,104.5,nt,nt
Cc1ccc(CSc2nnc(C)c(=O)n2N)cc1,70.8,-0.5,95.1,99.7,89.7,100.2,7.0,-2.6
O=C(Cc1ccc(-c2ccccc2)cc1)OCC(=O)N1CCCC1=O,163.2*,5.7,87.5,78.9,95.2,92.1,1.9,2.2
COc1ccc(C)cc1NC(=O)C(OC(=O)Cn1cnc2c1c(=O)n(C)c(=O)n2C)c1ccccc1 (stereo not drawn),106.0,0.5,110.7,101.4,94.7,95.4,-0.3,52.6*
O=C(Cc1ccc(Cl)cc1Cl)Nc1cccc(S(=O)(=O)Nc2ccccc2F)c1,87.3,-6.2,97.6,100.2,92.4,97.4,-19.2,1.7
Cc1cccn2c(=O)nc(SCC(=O)N3CCOCC3)nc12,108.6,2.4,102.5,96.5,93.6,95.2,9.3,2.7
CN(C(=O)C1CCCO1)C1CCS(=O)(=O)C1 (stereo not drawn),106.3,3.3,106.4,102.0,98.3,100.5,0.7,2.8
O=C(c1ccco1)N1CCN(C(=O)c2cc(-c3ccc(F)cc3)no2)CC1,99.3,6.7,97.6,103.8,105.0,100.3,-4.3,7.0
NC(=O)c1ccc(N2CCN(c3ccccc3O)CC2)c([N+](=O)[O-])c1,93.9,-12.3,91.5,96.5,101.1,102.1,-21.6,1.1
O=C(CNC(=O)c1cccc(Cl)c1)Nc1ccc(F)c(F)c1F,95.7,2.1,95.2,105.3,99.4,105.2,-4.2,-2.0
COc1cc(C(=O)Nc2ccc(C(N)=O)cc2)c([N+](=O)[O-])cc1OC,90.2,0.4,96.6,94.6,104.5,103.4,-3.8,0.9
O=C(c1ccccc1)C(Cn1cncn1)C(Sc1ccccc1)c1ccccc1 (stereo not drawn),100.6,-4.3,100.9,97.1,102.1,103.6,11.1,-1.7
CN(CCc1ccccc1)C(=O)c1ccc(NC(=O)Cc2cccc([N+](=O)[O-])c2)cc1,87.7,-2.1,89.0,87.0,96.4,99.5,-2.9,-3.0
COc1ccc(CC(=O)N/N=C/c2ccc(Cl)s2)cc1OC,93.8,2.4,103.1,96.1,106.9,102.0,12.1,6.5
Cc1c(-c2cc[n+]([O-])cc2)oc2ccc(Br)cc2c1=O,98.9,-0.5,89.0,90.4,98.2,100.1,6.7,9.6
# Following part:
SMILES,LAP4-GFP MLPCN,procasp3 activ,AGP1-GFP MLPCN,CIT2-GFP yeast,MEP2-GFP yeast,RPL19A-GFP yeast,proCasp7 act,AHR activator
C=CCOc1cccc(C2NC(=O)c3ccccc3O2)c1 (stereo not drawn),101.3,0.0,99.6,91.0,97.1,98.5,0.8,1.2
Nc1c([N+](=O)[O-])c(=O)sc2ccccc12,102.5,-3.6,102.1,100.1,104.2,95.4,-3.0,7.3
CC1=C(C(=O)c2ccccc2)C(c2ccc(O)cc2)NC(=S)N1 (stereo not drawn),95.2,-0.7,101.4,97.5,98.0,98.6,-20.7,0.8
C#CCOCCOCCOCCNc1nc(N2CCN(C(=O)[C@H](CCCCN)n3cc([C@@H](N)CC(N)=O)nn3)CC2)nc(N2CCN(C(=O)[C@H](CCCCN)n3cc([C@@H](N)CC(N)=O)nn3)CC2)n1,102.2,5.1,107.0,98.4,100.0,104.3,-6.7,-1.3

# Retrieved one by one from above, 2 records:
SMILES,LAP4-GFP MLPCN,procasp3 activ,AGP1-GFP MLPCN,CIT2-GFP yeast,MEP2-GFP yeast,RPL19A-GFP yeast,proCasp7 act,AHR activator
CC1=C(C(=O)c2ccccc2)C(c2ccc(O)cc2)NC(=S)N1 (stereo not drawn),95.2,-0.7,101.4,97.5,98.0,98.6,-20.7,0.8
C#CCOCCOCCOCCNc1nc(N2CCN(C(=O)[C@H](CCCCN)n3cc([C@@H](N)CC(N)=O)nn3)CC2)nc(N2CCN(C(=O)[C@H](CCCCN)n3cc([C@@H](N)CC(N)=O)nn3)CC2)n1,102.2,5.1,107.0,98.4,100.0,104.3,-6.7,-1.3
